mcGAS lum – cyclic GMP-AMP synthase inhibitors, mouse, primary biochemical chemiluminescence. 160,000 compounds, 0.15% hits. recombinant cGAS, Kinase-Glo ATP depletion luminescence. Q8C6L5. AID 1259399, 2018. inhibition, % at 12.5 µM;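 note: 0% = negative control wells and 100% = reference inhibitor with no enzyme activity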
hcGAS inh – Primary biochemical luminescence assay for human cyclic GMP-AMP synthase inhibitors; inhibition, % at 12.5 µM; recombinant h-cGAS, ATP depletion, Kinase-Glo luminescence; Q8N884; 290,000 compounds, 0.081% hits;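 note: 0% = vehicle reaction and 100% = reaction without DNA for no activity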
Target sequence (Q8N884 whole entry, looked up): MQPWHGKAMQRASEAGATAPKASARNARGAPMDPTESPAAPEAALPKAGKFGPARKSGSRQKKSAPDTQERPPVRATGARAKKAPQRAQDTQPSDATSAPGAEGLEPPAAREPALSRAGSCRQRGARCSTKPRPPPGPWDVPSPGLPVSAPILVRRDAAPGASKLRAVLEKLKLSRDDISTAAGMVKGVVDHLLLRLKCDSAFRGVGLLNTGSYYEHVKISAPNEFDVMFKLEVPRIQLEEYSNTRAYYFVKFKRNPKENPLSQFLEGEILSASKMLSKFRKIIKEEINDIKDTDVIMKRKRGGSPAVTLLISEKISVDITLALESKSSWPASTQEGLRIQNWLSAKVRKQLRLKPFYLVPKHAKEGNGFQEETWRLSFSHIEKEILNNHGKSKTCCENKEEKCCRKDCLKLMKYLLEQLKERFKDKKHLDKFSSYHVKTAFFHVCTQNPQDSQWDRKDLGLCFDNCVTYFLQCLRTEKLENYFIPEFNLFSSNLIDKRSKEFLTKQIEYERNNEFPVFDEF
NPYLR7 agonist – agonists of mosquito NPYLR7 receptor, primary screen, cell-based, Aedes aegypti, calcium fluorescence, mosquito biting behavior; activation, % at 10 µM; 270,000 compounds, 0.15% hits; HEK293T NPYLR7/Galpha15, GCaMP6s calcium fluorescence; in the data active = activation above about 40%;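 note: 0% = vehicle and 100% = reference agonist at the receptor; some compounds past the cut are filed as inactive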
An asterisk follows results filed as active; / = no result given; & = joins results of further samples. Cut-off read from the data, not from the text of the source, unless noted: active = inhibition above about 40%; inactive = the rest. This is a random part of the collection; any-hit rate near 0.27%.

Order of results – mcGAS lum, hcGAS inh, NPYLR7 agonist
> CC(C)CNC(=O)C(NC(=O)CC(C)C)C1CCN(C(=O)c2ccc3c(c2)OCO3)CC1 (configuration not stated)
  -4, -4, -2
> Cc1cnc(C)c(N(C)C)n1
  /, 5, 6
> CN1CCC(N[C@H]2CC(C)(C)[C@@H]3C[C@@](C)(O)CC[C@]23CCC(=O)NCCN2CCOCC2)CC1
  -6, -3, -11
> COc1ccc(N2C(=O)C3N=NN(Cc4cc(C)ccc4C)C3C2=O)cc1OC (configuration not stated)
  -7, -6, -2
> Cc1ccc(C(=O)c2c(N)c(C(=O)Nc3ccccc3C)c3ccccn23)cc1
  -1, -3, -5
> CCc1nc(C)c(C(C)N(C)CCOC)s1 (configuration not stated)
  /, -12, -5
> O=C(CC12CC3CC(CC(C3)C1)C2)Nc1ncccc1O
  /, 4, -9
> COc1cc2c(cc1OC)C(c1cccs1)N(C(=O)CNC(=O)C1CCOCC1)CC2 (configuration not stated)
  /, -7, 10
> Cc1cccc(C)c1OCC(=O)NNS(=O)(=O)c1ccc2c(c1)OCCCO2
  /, -6, -3
> COC(=O)N1CCCC(NC(=O)N2CCC(c3ccccc3)CC2)C1 (configuration not stated)
  -7, -9, 6
> C=CCN1C(=O)C(C(=O)Nc2cccc(C)c2)C2CC1(C)Oc1ccccc12 (configuration not stated)
  /, 0, 0
> CCOc1ccc(C2=C(C(=O)CC)Sc3nnc(Cc4ccc(OC)cc4)n3N2C(=O)CC)cc1
  /, -6, -2
> O=C(CSc1cn(CC(=O)N2CCCCCC2)c2ccccc12)NC1CCCCC1
  -6, -4, 15
> O=S(=O)(c1c(Cl)cccc1Cl)N1CCN(Cc2ncc(-c3ccccc3)o2)CC1
  /, -4, -1
> CC1=C(C(=O)N2CCC(C(=O)Nc3ccc(-c4cccc(C)c4)cc3)CC2)OCCO1
  -10, -3&-9, -3&22
> CC(C)NCC(=O)Nc1cc(N2CCN(C(=O)NC(C)C)CC2)ccc1Cl
  /, -5, 21
> CCN(CC)S(=O)(=O)c1ccc(S(=O)(=O)Nc2cccc(Cl)c2C)cc1
  -16, -5, 4
> COC(=O)C1CN(C(=O)C2CCC(CNC(=O)OC(C)(C)C)CC2)CCC1=O (configuration not stated)
  -8, -4, 16
> COc1cc(OC)c(CNC(=O)c2c(C)noc2-c2cc(OC)c(OC)c(OC)c2)c(OC)c1
  2, 3, 0
> Cc1ccccc1-n1nc(C(C)(C)C)cc1NC(=O)C(Cc1ccccc1)NC(=O)c1ccc(Br)cc1 (configuration not stated)
  -6, -3, -2
> CC(C)c1nc(CN(C)c2cc(N(C)C)ncn2)cs1
  -12, -8, -1
> O=C(CN(C(=O)/C=C/c1ccccc1)C1CC1)N1CC(=O)N(c2ccc(Cl)cc2)C1
  -5, -4, 0
> Cc1ccc2nc(-c3cccc(F)c3)c(NC(C)(C)CC(C)(C)C)n2c1
  0, 5, -8
> CC1CN(Cc2cc(=O)n3c4c(sc3n2)CCCC4)CC(C)O1 (configuration not stated)
  /, -7, -2
> CO[C@H]1CN(C(=O)c2ccc(Cl)cc2Cl)[C@@H]2Cc3c(n(C)c4ccccc34)[C@H]1C2
  -5, 0, 32
> CCCNc1cc(C)nc2c(-c3ccccc3)c(C)nn12
  2, 6, -3
> Cc1cccc(CN2CCN(Cc3ccc4occc4c3)CC2)c1
  /, -2, 5
> CCNC(=O)NCCNC(=O)c1cc2c(C(C)C)nn(-c3ccccc3)c2s1
  -3, -3, /
> COc1cccc2c1OCC(C(=O)NC(C)(C)c1cn(-c3ccccc3)nn1)C2 (configuration not stated)
  /, -9, 6
> C=CCNC(=O)CC1C(=O)NCCN1Cc1ccc(-c2ccccc2)cc1 (configuration not stated)
  /, 5, -9
> CC(=O)NC(C(=O)N(C)c1nccs1)C(C)C (configuration not stated)
  /, -8, 0
> CC1(C(=O)NS(=O)(=O)c2cccs2)CCN1C(=O)C1(c2ccc(Cl)cc2)CCC1 (configuration not stated)
  /, -8, -1
> COc1cccc(C(CN2CCN(S(=O)(=O)c3cc(Cl)sc3Cl)CC2)OCc2ccc(C#N)cc2)c1 (configuration not stated)
  -6, -6, -1
> Cc1ncsc1CCC(=O)N1CCCC(N(C)Cc2ccccc2)C1 (configuration not stated)
  /, -5, 2
> COc1cc(CSc2c(C(C)C)cnc3c2c(=O)n(C)c(=O)n3C)cc(OC)c1
  -11, -13, 10
> COCCCN(CC(=O)N(CCc1ccccc1)Cc1ccc(C)o1)Cc1ccc(C#N)cc1
  -4, -3, -4
> CCCCCCCC(=O)N(CCCOC)CC(=O)N(CCc1ccc(OC)c(OC)c1)Cc1ccco1
  -4, -3, 0
> CN(C)c1nc(-c2cccnc2)nc2c1CCN(C(=O)C1CC=CCC1)C2 (configuration not stated)
  /, -4, 9
> O=C(CC1CCc2ccccc21)NCCS(=O)(=O)N1CCCC1 (configuration not stated)
  /, 4, -3
> Cc1cc(S(=O)(=O)N2CCCN(Cc3cc(=O)c(OCc4ccc(C(C)(C)C)cc4)co3)CC2)c(C)cc1Cl
  -4, -3, 18

The closing four records of the section above are carried over, then new ones follow:
Order of results – mcGAS lum, hcGAS inh, NPYLR7 agonist
> CCCCCCCC(=O)N(CCCOC)CC(=O)N(CCc1ccc(OC)c(OC)c1)Cc1ccco1
  -4, -3, 0
> CN(C)c1nc(-c2cccnc2)nc2c1CCN(C(=O)C1CC=CCC1)C2 (configuration not stated)
  /, -4, 9
> O=C(CC1CCc2ccccc21)NCCS(=O)(=O)N1CCCC1 (configuration not stated)
  /, 4, -3
> Cc1cc(S(=O)(=O)N2CCCN(Cc3cc(=O)c(OCc4ccc(C(C)(C)C)cc4)co3)CC2)c(C)cc1Cl
  -4, -3, 18
> O=C(CN1CCN(S(=O)(=O)c2ccccc2Cl)CC1)Nc1ccc(N2CCCC2)cc1
  -8, -3, 1
> Cc1oc(-c2ccccc2)nc1COC(=O)c1nnn(-c2cccc(Cl)c2)c1C
  -8, -7, 3
> CN1CCC(Cc2noc(-c3cccc(-c4cn[nH]c4)c3)n2)CC1
  /, -3, 0
> Cc1cc(C(C#N)c2nc3ccccc3o2)nc(N2CCOCC2)n1 (configuration not stated)
  /, -6, 1
> CCCOc1ccc(Oc2ncccc2CN)cc1
  /, 3, -7
> Cc1sc2nc(C(C)Sc3nnc(C)n3C3CC3)[nH]c(=O)c2c1C (configuration not stated)
  /, -4, -2
> c1ccc2c(c1)c(-n1ccnc1)nn1nnnc21
  /, -6, -6
> CCCCOC(=O)C1=C(C)N(C)C(=O)NC1c1ccccc1[N+](=O)[O-] (configuration not stated)
  -6, -4, 2
> CCC(Oc1ccccc1C#N)C(=O)Nc1cc(C)on1 (configuration not stated)
  /, -5, 1
> COC(C)(C)c1noc(C2CCOc3ccccc32)n1 (configuration not stated)
  /, -6, -1

A few values from the list.
hcGAS inh, Cc1sc2nc(C(C)Sc3nnc(C)n3C3CC3)[nH]c(=O)c2c1C (configuration not stated) is entered as -4
hcGAS inh, O=C(CN1CCN(S(=O)(=O)c2ccccc2Cl)CC1)Nc1ccc(N2CCCC2)cc1 is entered as -3

Continuation.
| mol | mcGAS lum | hcGAS inh | NPYLR7 agonist |
| --- | --- | --- | --- |
| Fc1cc(F)c(C2c3cccn3CCCN2Cc2cccc(Cl)c2)cc1F (configuration not stated) | -5 | -5 | 17 |
| COCCn1c(N2CCN(Cc3ccccc3)CC2)nc2c1c(=O)[nH]c(=O)n2C | / | -3 | 12 |
| Oc1cccnc1NC(c1ccc(Br)cc1)c1ccc2cccnc2c1O (configuration not stated) | / | 2 | 0 |
| Cc1ccc(-c2nc3c(Nc4cccc(O)c4)nccc3[nH]2)cc1 | -5 | -6 | -4 |
| COc1ccc(N2C(=O)CC(N3CCN(C/C=C\c4ccccc4)CC3)C2=O)cc1 (configuration not stated) | -5 | 0 | 1 |
| COc1ccccc1OCc1cc(C(=O)N2CCc3nnc(C)n3CC2)n[nH]1 | / | -4 | 2 |
| O=C(CSc1nc(=O)n(CCCO)c2c1CCC2)NC1CCCC1 | -9 | -8 | -11 |
| COC(=O)c1cc(OC)c(OC)cc1NCc1cc(=O)oc2cc(-c3ccccc3)c(O)cc12 | -8 | -8 | 2 |
| Cc1c(N2C(=O)/C(=C\c3cccs3)SC2=S)c(=O)n(-c2ccccc2)n1C | -2 | 1 | 0 |
| COc1ccc(CNC(=O)C2=Cc3ccccc3OC2)cc1 | -7 | -15 | 3 |
| COc1cccc(-c2cnc(-c3ccc(CNC(=O)c4cc(F)cc(C(F)(F)F)c4)cc3)[nH]2)c1 | 2 | 1 | 3 |
| OCC1(Cc2ccccc2F)CCCN(Cc2ccc3ccccc3n2)C1 (configuration not stated) | / | -5 | 5 |
| O=P1(Nc2cccc3ccccc23)C=C(c2ccccc2)OC(c2ccccc2)=C1 | / | -4 | -2 |
| C=CC(=O)N1CCCC(n2nc(-c3ccc(Oc4ccccc4)cc3)c3c(N)ncnc32)C1 (configuration not stated) | -11 | -11 | 1 |
| O=C(NCCN1CCOCC1)c1cccc(C2CCNC2)c1 (configuration not stated) | / | -8 | 10 |
| CC(C)n1nccc1NC(=O)c1cc(S(=O)(=O)N2CCOCC2)c[nH]1 | / | -9 | 10 |
| O=C(O)COc1ccc(/C=C2\C(=O)NC(=S)N(c3ccc(F)cc3)C2=O)cc1Br | 2 | -4 | 0 |
| Cc1cccc(-n2c(-c3ccc(Cl)cc3)cc(C(=O)N3CCN(c4ccccc4C)CC3)c2C)c1 | -4 | 1 | 24 |
| COc1ccccc1-n1cc(C(=O)NCc2cnc(C)cn2)cn1 | -17 | -6 | 22 |
| COc1cc(-n2cnc3cnc(-c4cccc(C(N)=O)c4)cc32)cc(OC)c1OC | -3 | 3 | -16 |
| CCN(CC)S(=O)(=O)c1ccc(OC)c(N2CCN(C(=O)c3cc(Cl)cc(Cl)c3)CC2)c1 | -8 | -2 | 24 |
| O=C(c1cccs1)N1CCCC(N2CCN(c3ccccc3F)CC2)C1 (configuration not stated) | / | -6 | -4 |
| c1ccc2[nH]c(-c3nnco3)cc2c1 | / | -5 | -4 |
| Cn1cc(C(NC(=O)NC(C)(C)CC(C)(C)C)C2CC(O)C2)cn1 (configuration not stated) | -5 | -14 | / |
| Cn1nc(Oc2ccc(-c3ccccc3)cc2)c(=O)n(C)c1=O | -3 | 4 | 1 |
| CCCc1nn(-c2ccc(OC)cc2)c(CCC)c1C(=O)NCc1ccccn1 | -4 | 2 | / |
| COc1ccc2c(C)c(-c3ccccc3)c(=O)oc2c1 | -8 | -6 | -5 |
| O=C(CSc1nc2[nH]ncc2c(=O)[nH]1)N1CCCc2ccccc21 | / | -4 | -1 |
| O=C(O)c1ccc2c(c1)C(=O)N(Nc1ccccc1[N+](=O)[O-])C2=O | / | 2 | -3 |
| CCCc1nc2ccccc2n1C(C)C(=O)N1CCCNC(=O)C1 (configuration not stated) | -12 | -10 | / |
| O=C(Nc1cnc(C2CC2)nc1)c1ccc(-c2nc(C3CC3)no2)cc1 | -17 | -9 | 6 |
| CCc1ccc(-c2csc(NC(=O)C3=NN(C)C(=O)CC3)n2)cc1 | / | -19 | 10 |
| CS(=O)(=O)N1CCN(c2ccccc2[N+](=O)[O-])CC1 | / | -8 | 13 |
| CN1CC2(CCCN(C(=O)CCc3nc4ccccc4s3)CC2)OC1=O (configuration not stated) | / | -5 | 8 |
| CCCCCN(CC(=O)N1CCc2sccc2C1c1ccc(Cl)cc1Cl)C(=O)c1ccc(Cl)c([N+](=O)[O-])c1 (configuration not stated) | -7 | -9 | 18 |
| Cc1cc(C)c2c(CC(=O)N[C@@H]3C[C@@H](CO)N(C)C3)coc2c1C | / | -3 | 12 |
| COCCOC(=NC(C)C(C)C)NC(=O)c1cccc(OC)c1 (configuration not stated) | -4 | -7 | -4 |
| CC(Nc1nn(C)c(=O)n(C)c1=O)c1ccc(F)cc1 (configuration not stated) | -7 | -6 | 4 |
| CN(C(=O)c1cccs1)C(Cc1ccccc1F)C1CCN(Cc2ccc3nsnc3c2)CC1 (configuration not stated) | -11 | -6 | 3 |
| COCCN(Cc1cccc(OS(=O)(=O)C(C)C)c1)C(=O)c1cccs1 | -4 | -1 | 11 |
| CC1CCc2[nH]nc(C(=O)NCC3CCS(=O)(=O)CC3)c2C1 (configuration not stated) | -6 | -11 | / |
| CC(OC(=O)C1=NN(C)C(=O)CC1)C(=O)Nc1ccc(F)cc1 (configuration not stated) | / | -5 | -2 |
| CCOc1ccc(C(C2Sc3nc(C)nn3C2=O)N2CCN(CC)CC2)cc1OC (configuration not stated) | -2 | 2 | 0 |
| CN(N=Cc1c(-c2ccccc2)nc2ccccn12)C(N)=S | / | -4 | -1 |
| COc1ccc(NC(=O)CN2CN(c3ccccc3)C3(CCN(C(=O)c4ccccc4F)CC3)C2=O)cc1 | -5 | -5 | 29 |
| Cc1cccc2sc(NC(=O)CN3CCCC4(CC3)CNC(=O)O4)nc12 (configuration not stated) | 7 | 3 | -2 |
| Cc1ccc(C)c(NC(=O)CCN2CCC(Oc3cccnc3)CC2)c1 | -15 | -2 | -6 |
| COc1ccc(/C=C2\C=C(c3ccccc3)N(c3ccc(C)cc3Br)C2=O)cc1Br | -7 | -6 | -2 |
| CCc1cnc(C)nc1N1CCCN(C(=O)c2ccoc2)CC1 | / | 0 | -1 |
| COCCCn1c(=S)[nH]c2cc(C(=O)Nc3ccc(F)c(F)c3)ccc2c1=O | -7 | -4 | 11 |
| COCCn1c(SCC(=O)Nc2ccc([N+](=O)[O-])cc2)nc2sc3c(c2c1=O)CCCC3 | -9 | -5 | -4 |
| COc1ccc2nc(-c3ccc(OC)c(OC)c3OC)n(Cc3ccccc3)c(=O)c2c1 | -6 | -7 | 2 |
| CCOc1ccc(C(=O)Nc2ccc(-c3cc4ccccc4oc3=O)cc2)cc1[N+](=O)[O-] | -3 | -1 | 5 |
